# UbGFP stabilizer: proteasome inhibitors stabilizing ubiquitin-GFP reporter. Ubiquitin-GFP reporter cells, proteasome inhibition, GFP fluorescence; response scale: untreated = 0%, 10 µM MG-132 = 100%. Potency, µM (doses to about 45.9 µM), inactives show at the top dose activation (GFP accumulation), actives largely listed as activators. 67,000 tested, under 10 active. AID 526; active = well fitted activation curve with a large enough effect, not every such curve was filed as active; inconclusive = small, poorly fitted or top-dose-only effect, or another doubt; inactive = no such curve, though single readings can be large or run the other way; note: potency is the fitted concentration of half-maximal effect
#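 Proteasome blockade was scored as a rise in GFP-expressing U2OS cells carrying a ubiquitin(G76V)-GFP construct, imaged after 4 hr compound treatment at 37 °C across a 46 uM–2.9 nM series.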
# BRCT PPI red: disrupts BRCA1 BRCT binding to phosphoprotein, red fluorophore readout | P38398 | BRCT-phosphopeptide binding, red fluorescence polarization | Potency, µM (titrated, usually from 76.9 µM), for inactives: top-dose activity change, negative = inhibition, actives largely listed as inhibitors | 75,000 tested, 0.03% active | AID 892; note: % is set by controls: 0 for no effect and ±100 for the full control effect
#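 Rhodamine-labelled pBACH1 10-mer (100 nM) bound to BRCT domain (100 nM) at pH 7.3; compounds incubated 12 min room temperature, polarization read. Free peptide defines full inhibition; unlabelled decapeptide titrated as control.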
# DNA Pol III inh: inhibitors of bacterial DNA polymerase III holoenzyme. reconstituted DNA polymerase III holoenzyme replication, biochemical. Potency, µM (highest dose often 57.1 µM), without a hit: at the highest dose activity change, negative = inhibition. 71,000 tested, 0.25% active; note: potency is the fitted concentration of half-maximal effect; % is set by controls: 0 for no effect and ±100 for the full control effect
#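 Reconstituted *E. coli* holoenzyme (0.35 nM Pol III, 1 nM beta, 154 nM SSB, 2 nM primase) was preincubated with compound for 15 min at RT. Synthesis on 1.4 nM ssM13Gori ran 35 min, then was stopped with PicoGreen/EDTA and read as dsDNA fluorescence.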
# 4-MU autofl: compounds fluorescent in 4-MU spectral region; AID 589; compound autofluorescence, 340/450 nm, 4-MU equivalents; hits give high values; 59,000 tested, 11% active; max dye-equivalent concentration, M; in the data active = max dye-equivalent concentration above about 10 nM; inconclusive = mostly about 1.1 nM to 9.6 nM
#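 Compounds in 100 mM Tris, pH 8.0, sat 15 min at room temperature before fluorescence was read at 340 nm excitation/450 nm emission; a per-plate six-point 4-MU standard curve converted signals to dye-equivalent concentration at each compound concentration.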
# CRE Fsk mod: alters forskolin-stimulated CRE reporter signaling in CHO cells; CHO CRE-bla reporter (cAMP response element driving beta-lactamase), forskolin EC10, beta-lactamase ratio; Potency, µM (top dose mostly 38.2 µM), for the others: top-dose activity change, negative = inhibition, hits mostly activators; 71,000 tested, 2.5% active; AID 662; active = well fitted activation curve with a large enough effect in the signal ratio, with a control signal flat, not every such curve was filed as active; inconclusive = small, poorly fitted or top-dose-only effect, or effect the other way, or a change in a side signal; the % refers to the signal ratio; note: potency is the fitted concentration of half-maximal effect; % of control where 0% means no effect
#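 CRE-bla CHO reporter cells treated with compound titration plus EC10 NKH 477 (water-soluble forskolin), incubated 3 h at 37 °C; CCF4 loading 2 h at room temperature, 460/530 nm emission ratio read, AC50 values derived for positive or negative modulators.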
# Epigenetic mod: epigenetic GFP locus derepression in mouse cells | 68,000 tested, 0.09% active | mouse C127i GFP locus derepression, cytometry, 30 h | Potency, µM (doses to about 46.1 µM), without a hit: at the highest dose GFP derepression (activation); note: % of control where 0% means no effect
#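 Derepression screen: silenced CMV-GFP reporter in murine C127i cells, 30 h compound incubation at 37 C, washed cells imaged by laser-scanning cytometer to enumerate GFP-expressing objects of 20 to 120 um.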
# 15-hLO inh: blocks human 15-lipoxygenase activity; P16050; purified 15hLO-1, xylenol orange hydroperoxide absorbance; Potency, µM (doses to about 57.1 µM), without a hit: at the highest dose activity change, negative = inhibition, most hits filed as inhibitors; 74,000 tested, 1.4% active; note: potency is the fitted concentration of half-maximal effect; % is set by controls: 0 for no effect and ±100 for the full control effect; nearly all actives have a fitted effect of over 55% in size
# Target sequence (P16050 whole entry, looked up): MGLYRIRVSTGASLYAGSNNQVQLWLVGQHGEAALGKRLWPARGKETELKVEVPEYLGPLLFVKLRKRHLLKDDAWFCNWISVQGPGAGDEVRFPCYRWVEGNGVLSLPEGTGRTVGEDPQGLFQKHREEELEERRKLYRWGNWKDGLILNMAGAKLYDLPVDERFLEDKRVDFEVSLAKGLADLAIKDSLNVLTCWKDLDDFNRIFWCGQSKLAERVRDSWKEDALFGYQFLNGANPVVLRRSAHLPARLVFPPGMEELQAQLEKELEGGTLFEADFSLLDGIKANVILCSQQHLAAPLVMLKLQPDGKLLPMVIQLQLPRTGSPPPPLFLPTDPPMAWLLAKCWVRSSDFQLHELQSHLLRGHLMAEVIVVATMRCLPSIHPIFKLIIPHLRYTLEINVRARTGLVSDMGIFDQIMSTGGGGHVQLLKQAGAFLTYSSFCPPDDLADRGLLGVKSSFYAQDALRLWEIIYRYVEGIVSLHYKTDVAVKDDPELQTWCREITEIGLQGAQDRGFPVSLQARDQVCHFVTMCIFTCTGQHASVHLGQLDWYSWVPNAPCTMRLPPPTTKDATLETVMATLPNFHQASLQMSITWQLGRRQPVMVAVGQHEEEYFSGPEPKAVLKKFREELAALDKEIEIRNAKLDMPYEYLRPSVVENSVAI
#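 Purified human 15hLO-1 (40 nM final) in 25 mM Hepes pH 7.5, 0.01% Triton X-100 was preincubated with compound 15 min at room temperature, then reacted 6 min with 50 uM arachidonic acid; hydroperoxide detected by Fe-XO, 573/405 nm absorbance ratio.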
# BRCT PPI green: blocks human BRCA1 BRCT binding to phosphopeptide, green readout | P38398 | BRCA1 BRCT-phosphopeptide binding, green fluorescence polarization | Potency, µM (series often up to 76.9 µM), inactives show at the top dose activity change, negative = inhibition, actives largely listed as inhibitors | 75,000 tested, 0.05% active | AID 875;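 note: potency is the fitted concentration of half-maximal effect; plate controls were peptide without protein for full effect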
#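 Compounds were incubated for 12 min at room temperature with a complex of 100 nM fluorescein-tagged pBACH1 decapeptide and 250 nM His-tagged BRCT protein. Buffer was phosphate pH 7.3 with EDTA, DTT and Tween 20. Disruption of binding lowers the polarization signal.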
# HBB splice mod: modulators of hemoglobin beta chain splicing. HBB splicing reporter cell assay, activation; EGFP reporter with mutant IVS2-654 intron; response scale: normalised to 500 nM splice-correcting PNA. Potency, µM (titrated, usually from 46.1 µM), inactives show at the top dose activation, hits mostly activators. 65,000 tested, 0.06% active; note: potency is the fitted concentration of half-maximal effect; 0% is about no effect
#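 Compounds were applied for 2 days to HeLa EGFP-654 cells, 500/well in Optimem with 2% FCS. The reporter's EGFP is disrupted by mis-splicing of beta-globin intron IVS2-654. Readout: summed well GFP fluorescence from 488 nm laser scanning; reference was 500 nM antisense […] 654 PNA.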
# A350 fluor: A350 region autofluorescence; Compound autofluorescence, 340/450 nm, Alexa 350 dye-equivalents; hits give high values; max dye-equivalent concentration, M; 59,000 tested, 11% active; in the data active = max dye-equivalent concentration above about 10 nM; inconclusive = mostly about 1.1 nM to 9.6 nM
# Hsp90 Hop PPI: changes Hsp90-Hop TPR2A binding signal, up or down; AlphaScreen TPR2A-His6 binding biotin-Hsp90 C-terminal peptide; Potency, µM (top dose mostly 57 µM), without a hit: at the highest dose activity change, negative = inhibition; 71,000 tested, 0.44% active; active = well fitted curve in either direction with a large enough effect; inconclusive = small, poorly fitted or top-dose-only effect, or another doubt; note: potency is the fitted concentration of half-maximal effect; % is set by controls: 0 for no effect and ±100 for the full control effect; many of its hits are not listed in these tables
# An asterisk follows results filed as active; i = inactive; u = inconclusive; x = not tested or not shown; [ ] = remark or other dose. Unless noted, calls come from the whole dose curve; as a rule, active = well fitted curve in the direction sought with a large enough effect; inconclusive = small, poorly fitted or top-dose-only effect, or another doubt; inactive = no such curve, though single readings can be large; an effect the other way counts as inactive or inconclusive. Hits appear at their usual frequency; 12% or so of the library scored in one or more.
cpd	SMILES	UbGFP stabilizer	BRCT PPI red	DNA Pol III inh	4-MU autofl	CRE Fsk mod	Epigenetic mod
1	C[Si](C)(C)Cl	x	0.1%	-3%	x	-11%	x
2	c1ccc2[nH]c(SCCN3CCOCC3)nc2c1	0%	0.3%	-4%	x	6%	-2%
3	COc1ccc(S(=O)(=O)Cc2ccc(C(=O)N3CCN(c4cccc(C)c4C)CC3)o2)cc1	-4%	0.4%	-6%	x	u	-2%
4	O=C(COC(=O)c1cnccn1)Nc1ccc(Cl)cc1	-4%	-2.1%	-7%	i	0%	3%
5	CC(=O)c1ccc(NC(=O)C2CCC(C)(C(=O)O)C2(C)C)cc1 (configuration not stated)	-4%	-0.1%	-5%	x	-7%	2%
6	Cc1nc(-c2ccccc2)cc(N2CCCC2)n1	-14%[9.17 µM]	-1.0%	3%[11.4 µM]	x	u	-1%
7	COc1cc(OC)c(NC2=NCCCCC2)cc1Cl	5%	1.5%	6%	i	u	0%
8	O=C(NCc1ccccc1)C1CCN(C(=O)NCc2ccccc2)CC1	4%	-1.5%	-9%	i	-14%	-4%
9	O=C(NCc1ccccc1Br)c1ccco1	-4%	1.4%	-4%	i	-9%	3%
10	Nc1[nH]nc2nc(N3CCCC3)nc(-c3ccccc3)c12	5%	-1.7%	1%	i	u	1%

cpd	15-hLO inh	BRCT PPI green	HBB splice mod	A350 fluor	Hsp90 Hop PPI
1	-10%	-1.4%	-0.7%	x	-2%
2	1%	-1.3%	1.1%	x	-3%
3	-10%	0.7%	-0.6%	x	-4%
4	-1%	-0.2%	-2.6%	u	-4%
5	1%	-1.2%	-0.9%[9.22 µM]	x	0%
6	0%[11.4 µM]	-0.9%	0.4%[0.0738 µM]	x	-6%[11 µM]
7	-9%	-1.2%	-6.1%	u	-4%
8	2%	-2.2%	-1.9%	i	-8%
9	4%	0.6%	-0.4%	i	-5%
10	6%	-2.2%	1.3%	i	-5%

# Additional records:
cpd	SMILES	UbGFP stabilizer	BRCT PPI red	DNA Pol III inh	4-MU autofl	CRE Fsk mod	Epigenetic mod
11	CCOc1ccc(OCC)c(NC(=O)CN2CCN(c3ccc(C)cc3C)CC2)c1	-1%	0.7%	-6%	i	-5%	-1%
12	COCCN(C(=O)CCCC(=O)Nc1ccccn1)C(C(=O)NC1CCCC1)c1ccc(C)cc1 (configuration not stated)	-2%	-1.2%	-1%	i	-17%	0%
13	CCc1ccc(NC2=NC(C(=O)NC3CCCCC3)CC(=O)N2)cc1 (configuration not stated)	-2%	0.0%	-3%	i	0%	-3%
14	CCCNS(=O)(=O)c1ccc(CCC(=O)Nc2ccc3c(c2)OCO3)cc1	2%	0.2%	-3%	i	-4%	-3%
15	Cn1c(=O)c(C(=O)Nc2ncccc2O)c(O)c2ccccc21	4%	0.3%	-9%	i	u	0%
16	CC(=O)OC(C(=O)NCc1ccco1)c1cccnc1 (configuration not stated)	4%	-2.5%	-3%	i	-3%	-2%
17	COc1ccc2[nH]c(=O)c(CN(CCN3CCCC3)C(=O)Nc3ccccc3Cl)cc2c1	-7%	-2.0%	-6%	2.5e-07M*	-11%	-2%
18	Cc1ccc(C(C)C)c(OCc2nc(-c3nonc3N)no2)c1	6%	-2.1%	-6%	x	14%	x
19	COC(=O)CSc1nnc(-c2ccco2)o1	1%	0.4%	-2%	i	2%	-1%
20	CC(=O)N1CCc2cc(NS(=O)(=O)c3cccs3)ccc21	1%	0.7%	41%	i	8%	-1%

cpd	15-hLO inh	BRCT PPI green	HBB splice mod	A350 fluor	Hsp90 Hop PPI
11	-10%	-1.3%	0.3%	u	-1%
12	3%	-0.1%	-0.2%[57.5 µM]	i	-3%
13	10%	-0.5%	-0.3%	i	-3%
14	-1%	-1.6%	x	i	-5%
15	10%	-1.4%	2.6%	i	-5%
16	4%	0.1%	x	i	-5%
17	-19%	1.3%	x	2.5e-07M*	-4%
18	-11%	-0.9%	0.3%	x	-1%[2.3 µM]
19	5%	-4.9%	0.0%	i	-12%
20	7%	-1.1%	-3.6%	u	-2%

# Profiles from above. Values in the order: UbGFP stabilizer	BRCT PPI red	DNA Pol III inh	4-MU autofl	CRE Fsk mod	Epigenetic mod	15-hLO inh	BRCT PPI green	HBB splice mod	A350 fluor	Hsp90 Hop PPI
# Listed for CCOc1ccc(OCC)c(NC(=O)CN2CCN(c3ccc(C)cc3C)CC2)c1 : -1%	0.7%	-6%	i	-5%	-1%	-10%	-1.3%	0.3%	u	-1%
# Listed for COCCN(C(=O)CCCC(=O)Nc1ccccn1)C(C(=O)NC1CCCC1)c1ccc(C)cc1 (configuration not stated) : -2%	-1.2%	-1%	i	-17%	0%	3%	-0.1%	-0.2%[57.5 µM]	i	-3%

# Additional results follow.
cpd	SMILES	UbGFP stabilizer	BRCT PPI red	DNA Pol III inh	4-MU autofl	CRE Fsk mod	Epigenetic mod
21	CCCCOC(=O)c1ccc(NC(=O)c2ccoc2C)cc1	-2%	-1.8%	-2%	i	u	3%
22	O=C(CSc1nc(-c2ccccc2)cs1)Nc1nccs1	-2%	1.0%	-1%	i	13%	-3%
23	O/N=C1\CCCc2nnc3c(c21)CCCC3	-17%[9.17 µM]	0.8%	-3%[11.4 µM]	x	u	-3%
24	COc1ccc(NC2c3ncccc3C(=O)N2Cc2ccccc2)c(OC)c1 (configuration not stated)	-16%	-1.6%	-3%	i	3%	0%
25	CC1Cc2ccccc2N1S(=O)(=O)c1cccs1 (configuration not stated)	-4%	1.5%	-1%	i	3%	6%
26	CC1CCN(CCC(=O)Nc2ccc(Br)cc2)CC1	-3%	0.5%	-6%	i	8%	0%
27	O=S(=O)(c1ccc(OCc2nc3ccccc3s2)c(Cl)c1)N1CCOCC1	3%	-1.4%	0%	i	2%	-4%
28	CN(CCNC(=O)CN1CCN(Cc2ccccc2Cl)C1=O)Cc1ccccc1	7%	0.2%	-6%	i	u	0%
29	Cc1nc(SCC(=O)Nc2cc(C)on2)c2c3c(sc2n1)CCCC3	-1%	0.4%	0%	i	2.5µM*	-1%
30	CCN1CC=C2C(C1)C(c1ccc(Cl)s1)C(C#N)=C(N)C2(C#N)C#N (configuration not stated)	-7%	-1.8%	2%	3.4e-07M*	1%	-4%

cpd	15-hLO inh	BRCT PPI green	HBB splice mod	A350 fluor	Hsp90 Hop PPI
21	-13%	-0.1%	2.3%	i	2%
22	1%	-2.1%	1.0%	i	3%
23	-17%[11.4 µM]	0.0%	2.9%[0.0738 µM]	x	-7%[11 µM]
24	-29%	-0.1%	-4.9%	u	-14%
25	-13%	3.9%	1.3%	i	-2%
26	-3%	-2.0%	x	i	-2%
27	-2%	-4.0%	-0.7%	i	-2%
28	1%	0.9%	-4.7%	i	2%
29	3%	0.2%	0.1%[57.5 µM]	i	-3%
30	u	-4.4%	x	3.1e-07M*	-8%

# Remaining list, next part.
cpd	SMILES	UbGFP stabilizer	BRCT PPI red	DNA Pol III inh	4-MU autofl	CRE Fsk mod	Epigenetic mod
31	CC1CCCN(CC(=O)Nc2ccc(S(=O)(=O)N3CCCCCC3)cc2)C1 (configuration not stated)	5%	0.1%	-5%	i	-8%	2%
32	Cc1c(Cl)cccc1N1C(=O)c2ccccc2C1=O	-13%	-0.3%	-10%	x	-3%	0%
33	COc1ccc(-c2nn(CC(=O)N(C)C)c(=O)c3ccccc23)cc1	-10%	-0.3%	-2%	x	20%	0%
34	O=C(O)CC(NC(=O)OCc1ccccc1)c1ccccc1 (configuration not stated)	-8%	-0.8%	1%	x	-3%	12%
35	O=c1[nH]c(NCCO)nc2c1C1(CCCCC1)Cc1ccccc1-2	-2%	-0.1%	-6%	3e-07M*	-28%	3%
36	Cc1ccc2c(c1)NC(=O)C(CC(=O)NCCCN1CCN(C3CCCCC3)CC1)O2 (configuration not stated)	-3%	0.8%	1%	x	7%	-2%
37	CCOC(=O)C1C(=O)NC(N2CCCCC2)=NC1C(C)C (configuration not stated)	-1%	2.1%	-8%	i	3%	4%
38	C=C(C)Cn1c(Sc2nc3ccccc3[nH]2)nc2c1c(=O)[nH]c(=O)n2C	4%	-0.4%	0%	i	1%	4%

cpd	15-hLO inh	BRCT PPI green	HBB splice mod	A350 fluor	Hsp90 Hop PPI
31	-3%	-0.8%	x	i	-2%
32	5%	-2.4%	-0.3%	x	-2%
33	9%	-1.7%	1.1%	x	-2%
34	5%	-2.4%	1.2%[9.22 µM]	x	-3%
35	-20%	0.1%	-0.2%	2.9e-07M*	-3%
36	-3%	-1.8%	1.0%	x	-2%
37	-1%	-2.1%	-1.0%[57.5 µM]	i	0%
38	-28%	2.2%	3.4%[0.369 µM]	i	-6%
